Bioassay records (PubChem BioAssay)
NPC1 prom act: activators of NPC1 promoter; Huh7 NPC1 promoter luciferase reporter, 24 h; Potency, µM (top dose mostly 9.22 µM), for inactives: top-dose activation, usual class: activators; actives 2.4% (n = 320,000);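 note: potency is the fitted concentration of half-maximal effect; % of control where 0% means no effect; nearly all actives have a fitted effect of over 60% in size; reporter is driven by a mutant NPC1 promoter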
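Huh7 cells stably carrying NPC1 promoter–luciferase, plated in Opti-MEM with 10% FBS for 2 h, were exposed to compound in DMSO for 24 h at 37 °C; luciferase reagent was added for 10 min and luminescence read.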
RORgamma inh: inhibitors of mouse ROR gamma transcriptional activity; Potency, µM (top dose mostly 53.6 µM), for the others: at the highest dose activity change, negative = inhibition, usual class: inhibitors; P51450; actives 5.4% (n = 310,000); Drosophila S2 Gal4-RORgamma UAS-luciferase reporter, 20 h; note: potency is the fitted concentration of half-maximal effect; % is set by controls: 0 for no effect and ±100 for the full control effect; nearly all actives have a fitted effect of over 60% in size
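Stable Schneider cell line, Gal4 DNA-binding domain fused to ROR gamma, UAS-luciferase. Cmpd 1 hr RT → CuSO4 700 uM final → 20 hr RT → luciferase reagent 10 min → luminescence.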
ELG1 genotox: genotoxicity induction in ELG1-luciferase HEK293T cells; HEK293T ELG1-luciferase reporter, luminescence, 16 h; Potency, µM (top dose mostly 46 µM), for the others: at the top dose activity change, positive = activation, usual class: activators; actives 1.3% (n = 330,000); note: potency is the fitted concentration of half-maximal effect; % of control where 0% means no effect; nearly all actives have a fitted effect of over 60% in size
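Reporter readout depends on ELG1 protein level, which increases with genetic stress. After 16 hr compound exposure at 37 °C, luciferase activity was quantified using ONE-Glo.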
Menin-MLL TR inh: displaces Texas Red mutant MLL peptide from human menin; O00255; Menin + Texas Red MLL mutant peptide, fluorescence polarization; Potency, µM (titrated, usually from 61.6 µM), for the others: at the highest dose FP activity change, negative = inhibition, most hits filed as inhibitors; actives 0.23% (n = 270,000); active = well fitted inhibition curve with a large enough effect in the polarisation, with a control signal flat, not every such curve was filed as active; inconclusive = small, poorly fitted or top-dose-only effect, or effect the other way, or a change in a side signal; inactive = no such curve, though single readings can be large or run the other way; the % refers to the polarisation; note: potency is the fitted concentration of half-maximal effect; % of control where 0% means no effect; many of its hits are not listed in these tables
Target sequence (O00255 whole entry, looked up): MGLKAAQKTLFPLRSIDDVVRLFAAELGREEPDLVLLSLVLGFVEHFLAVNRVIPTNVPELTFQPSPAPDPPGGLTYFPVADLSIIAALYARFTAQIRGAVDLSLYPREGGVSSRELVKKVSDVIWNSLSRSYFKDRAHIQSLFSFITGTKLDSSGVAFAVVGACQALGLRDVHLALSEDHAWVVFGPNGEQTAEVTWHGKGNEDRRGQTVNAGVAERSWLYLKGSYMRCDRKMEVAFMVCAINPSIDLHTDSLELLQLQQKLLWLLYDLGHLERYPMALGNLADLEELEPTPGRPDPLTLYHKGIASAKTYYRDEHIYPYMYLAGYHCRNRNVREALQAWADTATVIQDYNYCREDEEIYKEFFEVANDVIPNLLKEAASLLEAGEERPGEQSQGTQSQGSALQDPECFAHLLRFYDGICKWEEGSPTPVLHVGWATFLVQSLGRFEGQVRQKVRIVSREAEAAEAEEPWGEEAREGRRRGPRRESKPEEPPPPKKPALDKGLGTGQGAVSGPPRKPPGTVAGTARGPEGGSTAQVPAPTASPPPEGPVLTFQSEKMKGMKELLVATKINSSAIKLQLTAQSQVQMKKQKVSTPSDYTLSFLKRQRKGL
PKM2 act: PKM2 (human) enzyme activation | P14618 | purified PKM2, Kinase-Glo ATP luminescence, activation; response scale: 0% is enzyme alone, no compound | Potency, µM (series often up to 57.5 µM), without a hit: at the top dose activation, actives largely listed as activators | actives 0.34% (n = 260,000) | AID 1631; note: potency is the fitted concentration of half-maximal effect; % is set by controls: 0 for no effect and ±100 for the full control effect; nearly all actives have a fitted effect of over 55% in size
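hPK-M2, >95% pure; 0.1 mM ADP / 0.5 mM PEP final; imidazole pH7.2 buffer w/ 7 mM MgCl2, 50 mM KCl; 1 h RT; Kinase-Glo lum. Intermediate enzyme activity for dual inhibitor/activator qHTS.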
BRCA1 expr act: activators of BRCA1 expression; actives 1.1% (n = 380,000); AID 624202; MCF7-BRCA1-FFLuc reporter, luminescence, 48 h; response scale: scaled: vehicle 0%, 10 µM genistein 100%; Potency, µM (titrated, usually from 46.1 µM), for the others: at the top dose activation, usual class: activators; note: potency is the fitted concentration of half-maximal effect; nearly all actives have a fitted effect of over 80% in size; some results filed as inactive show a strong effect at the top dose
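Activators of BRCA1 expression were detected as increased firefly luciferase luminescence in engineered MCF7 cells after 48 h compound incubation. Signals were scaled to genistein 10 microM as full activation.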
p53 reactivation: restores transcriptional activity of mutant p53. Potency, µM (doses to about 92.2 µM), for inactives: at the highest dose activity change, positive = activation, usual class: activators. AID 504706. H1299 p53-A138V BP100-luciferase reporter, luminescence, 24 h. actives 0.063% (n = 320,000); note: potency is the fitted concentration of half-maximal effect; % of control where 0% means no effect; nearly all actives have a fitted effect of over 45% in size
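p53-null H1299 cells stably carrying temperature-sensitive p53-A138V and a BP100-luciferase reporter were pinned with compounds (4-point, 1:5 series) and held 24 hrs at 37 deg C. Luminescence was read 10 min after detection reagent.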
Gal4-VP16 FLuc: Gal4-VP16 reporter inhibition counter-screen. Drosophila S2 Gal4-VP16 UAS-luciferase, luminescence, 20 h. Potency, µM (series often up to 53.6 µM), for inactives: at the top dose activity, negative = inhibition, actives largely listed as inhibitors. actives 3.5% (n = 310,000). AID 2546;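 note: Gal4-VP16 expression switched on by copper sulfate through the metallothionein promoter; potency is the fitted concentration of half-maximal effect; % is set by controls: 0 for no effect and ±100 for the full control effect; nearly all actives have a fitted effect of over 50% in size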
FLuc modulator: counter-screen for miR-21 project: firefly luciferase inhibitors or activators; actives 6.9% (n = 360,000); AID 588342; Potency, µM (doses to about 57.5 µM), for inactives: at the top dose activity change, negative = inhibition, actives largely listed as inhibitors; P08659; purified FLuc, Km substrates, luminescence inhibition;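 note: potency is the fitted concentration of half-maximal effect; plate controls were vehicle for no effect and reference inhibitor for full effect; nearly all actives have a fitted effect of over 55% in size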
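Purified P. pyralis luciferase (10nM final) with 10uM D-luciferin and 10uM ATP (Km levels) in 50mM Tris acetate pH 7.5, 10mM Mg acetate, 0.01% Tween-20, 0.05% BSA; qHTS 6-point titration, ~60 µM downward; luminescence read.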
Giardia kill: Giardia lamblia killing; Giardia lamblia trophozoite viability; AID 540267; activity change, % at 7.66 µM, hits read low; actives 0.15% (n = 340,000); in the data active = activity change below about -80%; inconclusive = between about -30% and that limit;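 note: parasites exposed to compound for two days anaerobically before the ATP read; % is set by controls: 0 for no effect and ±100 for the full control effect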
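Luminescence from cellular ATP indicates surviving trophozoites (100 cells/well) following 48 hrs anaerobic compound treatment at 37 deg C; signal develops 15-30 min at room temperature.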
Rab9 promoter act: activates the Rab9 promoter | actives 2.8% (n = 320,000) | Huh7 Rab9 promoter-luciferase reporter, luminescence, 24 h | AID 485297 | Potency, µM (series often up to 9.22 µM), for the others: top-dose activation, negative = inhibition, usual class: activators; note: potency is the fitted concentration of half-maximal effect; % of control where 0% means no effect; nearly all actives have a fitted effect of over 60% in size
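Huh7 cells stably carrying a Rab9 promoter-luciferase reporter, 1500 cells per well in OP-MEM I with 10% FBS, treated with compound 24 hours at 37C. Luciferase activity read by luminescence after 10 minutes with Amplite reagent.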
Starred values were filed as active, the others as inactive; ? = inconclusive; . = no result given; & = joins results of further samples; [ ] = another dose, or the depositor's remark. Unless noted, calls come from the whole dose curve; as a rule, active = well fitted curve in the direction sought with a large enough effect; inconclusive = small, poorly fitted or top-dose-only effect, or another doubt; inactive = no such curve, though single readings can be large; an effect the other way counts as inactive or inconclusive.

item	SMILES	NPC1 prom act	RORgamma inh	ELG1 genotox	Menin-MLL TR inh	PKM2 act	BRCA1 expr act	p53 reactivation	Gal4-VP16 FLuc	FLuc modulator	Giardia kill	Rab9 promoter act
1	CC(C)(C)NC(=O)c1cc(C(C)(C)C)c(O)c(C(C)(C)C)c1	-1%	-20%	6%	-16%	5%	-1%	-2%	?	0%	6	-4%
2	Cc1ccccc1OCCCCn1cnc2ccccc21	-9%	-101%	-5%	-4%	5%	-36%	5%	10µM*	19µM*	-2	-19%
3	Cc1ccc(S(=O)(=O)Nc2ccc(Nc3ccccc3)cc2)cc1	-1%	262%	-6%	?	17%	0%	10%	-6%	1%	6	-4%
4	O=C(Cc1ccccc1)N1CCc2[nH]nc(-c3ccccc3)c2C1	-6%	16%	1%	-7%	.	-18%	-4%	18%	4%	10	-7%
5	O=C(NCC(=O)N(c1ccc2c(c1)OCO2)C(C(=O)NC1CCCC1)c1cccs1)c1ccco1 (configuration not stated)	2%	23%	1%	-11%	7%	6%	2%	-1%	6%	-30	3%
6	O=C(Nc1cccc2c1CCCC2)c1ccccc1F	2%	-3%	-3%	13%	0%[11.5 µM]	11%	-4%	-5%	-22%	-5	-2%
7	O=C(CN1C(=O)NC2(CCOc3ccccc32)C1=O)Nc1cccc(Cl)c1 (configuration not stated)	-3%	?	0%	?	.	-10%	-8%	8%	?	-4	0%
8	CCc1ccc(-c2nnn(CCC#N)n2)cc1	2%	21%	12%	4%	-5%	13µM*	-2%	?	-15%	6	16%
9	Cc1ccc(C(=O)Nc2ccccc2C(=O)NCc2cccnc2)cc1	5%	-16%	-4%	.	0%	7%	-1%	0%	0%	-22	-2%
10	CCOC(=O)C1CCN(C(=O)c2cc(CN3C(=O)c4ccccc4C3=O)ccc2OCC)CC1	-2%	.	-4%	.	.	-6%	8%	.	0%	-26	-7%
11	Cc1cccc(C(=O)Nc2nnc(S(=O)(=O)N(C)Cc3ccco3)s2)c1	-4%	-10%	0%	.	.	-8%	13%	-5%	?	3	3%
12	CCOC(=O)C1=C(C)N(C)C(=O)NC1c1ccc2c(c1)OCO2 (configuration not stated)	0%	4%	0%	13%	.	-25%	-2%	3%	3%	12	0%
13	C=CC[n+]1c(C)csc1Nc1cccc(Br)c1	-6%	16%	4%	-10%	-7%	55%	-3%	19%	-20%	12	3%
14	CC(=O)Nc1ccc(NC(=S)NC(=O)C2CC2)cc1	14%	-4%	?	-11%	0%	61%	14%	-2%	-15%	-8	26%
15	Cc1ccc(NC(=O)Cn2cc(C(=O)C3CC3)c3ccccc32)c(C)c1	0%	-26%	?	?	-1%	-2%	8%	6%	-10%&-3%	-19	1%
16	Cc1cc(N/N=C/c2ccccc2O)nc(N2CCOCC2)n1	4%	-2%	0%	.	-5%	0%	-4%	5%	12µM*	14	0%
17	COc1cc(C(=O)NC(=S)Nc2cccc3nc(C)ccc23)cc(OC)c1OC	-9%	-25%	1%	.	2%	-16%	-1%	7%	-1%	-13	-1%
18	CC1CCC2C(=O)N(c3cccc(C(=O)Nc4ccc(F)cc4)c3)C(=O)C2C1 (configuration not stated)	-1%	28%	-6%	35%[activator]	1%	-16%	-11%	0%	-8%	-16	-4%
19	C[C@@H](O)C1NC(=O)[C@H](CCCCN)NC(=O)c2cc([N+](=O)[O-])cc(I)c2OCC[C@@H](C(N)=O)NC1=O (some centres not stated)	-3%	-9%	0%	-1%	-5%	0%	-1%	-1%	2%	-7	1%
20	Cc1cc(C)c2c(CN3CCOCC3)cc(=O)oc2c1C	4%	-14%	2%	.	1%	0%	4%	22%	0%	-1	8%
21	N#CC1=C(N)N(c2ccccc2)C(c2cccc([N+](=O)[O-])c2)C1(C#N)C#N (configuration not stated)	-6%	36%	3%	?	11%	-18%	-27%	-20%	0%	13	2%
22	O=C(Cc1ccccc1)NCC(=O)OCC(=O)c1ccc(F)cc1	2%	-24%	5%	.	2%	0%	7%	-11%	4%	-13	1%
23	CCn1c(SCC(=O)N2CCCCCC2)nc2ccccc2c1=O	0%	8%	-4%	-19%	2%	-12%	-2%	20%	-2%	-9	3%
24	COc1ccc(NC(=O)C2Cc3ccccc3C(=O)O2)cc1 (configuration not stated)	21%	9%	?	.	1%	76%	16%	19%	?	11	?
25	CC(C)c1c(O)nc(SCC(=O)Nc2ccc3c(c2)CCC3)[nH]c1=O	.	35%	.	27%	-1%	-29%	.	1%	-13%	3	.
26	O=S(=O)(c1cc(C(F)(F)F)ccc1Cl)N1CCCCCC1	15%	-6%	-5%	?	9%	20%	3%	-3%	1%	-2	-1%
27	CC(C)(C)C(=O)Nc1nc2c(s1)CN(Cc1ccccc1)CC2	?	9%	?	-15%	1%	8.9µM*	8%	0%	?	-9	3.2µM*
28	CCCCC(=O)Nc1ccc(NC(=O)C2CC2)cn1	14%	4%	3%	-3%	14%	-7%	?	9%	-5%	-15	19%
29	Nc1ccc(SCc2cccnc2)cc1	10%	6%	0%	-11%	.	33%	2%	-1%	-8%	-4	8%
30	O=C1C(=O)N(Cc2cccnc2)C(c2ccccn2)/C1=C(/O)c1ccccc1 (configuration not stated)	-2%	0.45µM*	0%	-4%	0%	-3%	1%	-3%	3%	2	6%
31	COc1ccc(C(=O)On2c(-c3ccc(Br)cc3)nc3ccccc3c2=O)cc1	0%	7.1µM*	-10%	-12%	-8%	-46%	7%	5µM*	1%	1	0%
32	CC(C)Oc1ccccc1/C=N/NC(=O)c1ccccc1Cl	26%	?	0%	.	1%	44%	0%	2%	?	22	0%
33	CCc1c(C)c2ccc(OCC(=O)OC(C)C)c(C)c2oc1=O	-2%	12%	-2%	?	-14%	11%	2%	0%	-14%	-20	-1%
34	COc1cc(/C=C/C(=O)c2ccc3c(c2)OCCO3)cc(Br)c1OCC(=O)N(C)C	-21%	-110%	-35%[inhibitor]	3%	13%	-98%[inhibitor]	-21%	?	12µM*	0	-22%
35	COc1cc(/C=C2/C(=N)N3C=CSC3=NC2=O)ccc1OCCCOc1c(C)cccc1C	12%	11µM*	0%	3%	4%	7%	2%	?	-5%	0	18%
36	CCOC(=O)c1sc(NC(=O)C2=COCCO2)c(C#N)c1C	-2%	.	9%	.	.	-11%	0%	.	?	-14	-1%
37	COc1ccc(OC)c(CCNC(=O)Cn2nc(C)c3c(C)n(-c4ccccc4)nc3c2=O)c1	-3%	-17%	-6%	-22%	-1%	0%	4%	-5%	2%	-1	-6%
38	COc1ccccc1CN1CCC(CNS(=O)(=O)c2cc(-c3onc(C)c3C)ccc2OC)CC1	-7%	-4%	3%	-19%	.	-35%	2%	-5%	2%&5%	4	-1%
39	COc1ccc(CCN2C(=S)N(c3ccccc3)C(=O)C2CC(=O)O)cc1OC (configuration not stated)	-2%	13%	0%	14%	.	-20%	-3%	-20%	-2%	-22	1%
40	CC12CCC(C(=O)NCc3ccco3)(OC1=O)C2(C)C (configuration not stated)	-2%	-4%	-1%	4%	-3%	-1%	3%	-3%	0%	19	9%
41	O=C(C1=C[C@H](c2ccccc2)C[C@H](OCCCCO)O1)N1CCOCC1	0%	10%	1%	-9%	0%	9%	5%	0%	5%	6	-1%
42	COc1cc(/C=N/NC(=O)c2csc3c2CCCC3)ccc1OCCN1CCOCC1	21%	-27%	-3%	.	1%	0%	2%	-24%	-13%	8	18%
43	CCCCc1ccc(N2C(=NC(=O)C3CCCO3)SC3CS(=O)(=O)CC32)cc1 (configuration not stated)	0%	4%	-1%	.	.	-7%	-3%	4%	-2%	-5	-1%
44	CN(C)S(=O)(=O)Nc1ccc(NS(=O)(=O)N(C)C)c(S(=O)(=O)c2ccccc2)c1	3%	0%	5%	5%	-8%	3%	-5%	10%	3%	2	-2%
45	COc1ccc(-c2cc(C(F)(F)F)n3nc(C(=O)NCc4ccco4)cc3n2)cc1OC	-1%	-21%	5%	-4%	9%	-12%	2%	-12%	-1%	-19	1%
46	O=C(c1ccc(CS(=O)Cc2ccc(Cl)cc2)o1)N1CCN(c2ccc(F)cc2)CC1 (configuration not stated)	0%	31%	-10%	-3%	.	-2%	-14%	12%	1%	-15	0%
47	Cc1ccc(C)c(-c2cc(C(=O)NC3CC3)c3ccccc3n2)c1	-2%	-4%	-3%	.	.	0%	-1%	4%	-1%	-24	-3%

Only part of the results is shown; the hit share may differ from the screen's.
